Assay outcomes as filed in PubChem.
RGS7-Gao reg = human RGS7-Galphao interaction regulation. Multiplexed bead flow cytometry, RGS7-Galphao binding; actives lie on both sides. binding response (% of control), % at 10 µM. hit rate 0.35% among 220,000; in the data active means binding response below about 49% or above about 150%; inconclusive means no clear call, values can overlap the other calls; inactive means in between;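 further: fluorescent Galphao held in activated GDP-AlF4 state binding bead-coupled RGS7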
Bim-Bfl-1 = disrupts Bim binding to human Bfl-1; Bead-based flow cytometry, Bim-Bfl-1 binding inhibition; inhibition, % at 10 µM; Q16548; hit rate 0.12% among 190,000;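 further: 0% = wells without compound plus tracer and 100% = blocker peptide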
ABCG2 inh = blocks JC-1 efflux by human ABCG2 transporter. Q9UNQ0. IgMXP3 cells, flow cytometry. inhibition, % at 6.6 µM. hit rate 0.1% among 190,000;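 active means inhibition above 80%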;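 further: 0% = DMSO and 100% = nicardipine control wells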
Target sequence (Q9UNQ0 whole entry, looked up): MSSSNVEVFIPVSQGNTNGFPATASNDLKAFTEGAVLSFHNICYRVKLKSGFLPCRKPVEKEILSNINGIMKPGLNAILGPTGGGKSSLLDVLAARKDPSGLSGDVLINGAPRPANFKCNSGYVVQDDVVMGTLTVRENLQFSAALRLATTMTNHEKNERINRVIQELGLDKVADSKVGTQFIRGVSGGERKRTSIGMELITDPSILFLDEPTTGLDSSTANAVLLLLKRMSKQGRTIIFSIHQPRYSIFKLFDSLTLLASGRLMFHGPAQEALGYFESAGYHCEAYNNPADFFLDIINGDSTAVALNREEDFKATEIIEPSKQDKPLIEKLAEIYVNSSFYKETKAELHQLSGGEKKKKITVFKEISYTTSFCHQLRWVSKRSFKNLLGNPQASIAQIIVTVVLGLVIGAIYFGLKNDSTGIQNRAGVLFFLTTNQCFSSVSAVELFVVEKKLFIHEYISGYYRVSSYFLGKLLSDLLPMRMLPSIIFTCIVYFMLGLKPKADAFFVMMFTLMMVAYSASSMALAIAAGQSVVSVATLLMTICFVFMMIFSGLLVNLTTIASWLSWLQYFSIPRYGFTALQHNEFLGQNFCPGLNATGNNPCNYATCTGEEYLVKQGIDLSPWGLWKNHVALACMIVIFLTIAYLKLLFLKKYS
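Test system: IgMXP3 (ABCG2) plus far-red-tagged CCRF-Adr (ABCB1) cells. Reagent: JC-1 dye as substrate. Timing: 10 min exposure at 25 °C with rotation, no wash. Measured by: flow cytometric JC-1 green MFI at 530 nm. Read-out: percent efflux inhibition, scaled nicardipine 100% to DMSO 0%. Control set: nicardipine and DMSO wells.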
ABCB1 block = inhibitors of human ABCB1 transporter, ABCG2 counter-screen. CCRF-Adr cells, JC-1 efflux, flow cytometry. inhibition, % at 6.6 µM. hit rate 0.067% among 190,000. AID 1326. P08183; in the data active means inhibition above about 40%;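 further: 0% = vehicle and 100% = reference inhibitor; higher value means more JC-1 retained so stronger ABCB1 efflux block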
Bcl-2 Bim block = inhibitors of Bim-Bcl-2 interaction, human; Bead-based flow cytometry, Bim peptide-Bcl-2 binding; AID 950; hit rate 0.06% among 190,000; inhibition, % at 10 µM; P10415; in the data active means inhibition above about 40%; inconclusive means no clear call, values can overlap the other calls;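 further: 0% = no compound wells with probe peptide and 100% = reference peptide inhibitor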
GSH fluor = compound fluoresces at 488/530 nm on GSH beads. GSH beads flow cytometry, compound fluorescence 488/530 nm; stronger effect = higher value. fluorescence (KMESF) at 10 µM. hit rate 0.25% among 190,000; in the data active means fluorescence above about 89;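 further: glutathione beads carrying GST-tagged Bcl family fusion proteins plus one bare bead set; values are compound well signal with DMSO vehicle wells as background; inactives centre near 16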
Bim-Bcl-XL = inhibitors of Bim-Bcl-XL interaction, human | hit rate 0.04% among 190,000 | AID 1007 | Bim peptide-Bcl-XL binding, bead flow cytometry, fluorescence | inhibition, % at 10 µM
RGS8-Gao reg = human RGS8-Galphao interaction regulation; hit rate 0.34% among 220,000; multiplexed bead flow cytometry, RGS8-Galphao binding; actives lie on both sides; response (percent of control binding), % at 10 µM; P09471; in the data active means response below about 60% or above about 140%; inactive means in between;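 further: Galphao activated as the GDP aluminium fluoride complex binding bead-coupled RGS8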
RGS4-Gao reg = modulates binding of RGS4 to human Galphao. hit rate 0.33% among 220,000. binding response (% of control), % at 10 µM. Multiplexed bead flow cytometry; actives lie on both sides; in the data active means binding response below about 49% or above about 150%; inactive means in between;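 further: fluorescent Galphao activated with aluminum fluoride binding bead-coupled RGS4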
Bcl-B Bim block = human Bim-Bcl-B interaction inhibition; hit rate 0.073% among 190,000; inhibition, % at 10 µM; Q9HD36; AID 951; bead-based flow cytometry, Bim peptide-Bcl-B binding;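 further: 0% = tracer peptide without compound and 100% = reference inhibitor peptide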
Bcl-W Bim block = human Bim-Bcl-W interaction inhibition | bead-based flow cytometry, Bim peptide-Bcl-W binding | inhibition, % at 10 µM | hit rate 0.02% among 190,000;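 further: 0% = bound tracer without compound and 100% = peptide blocker; higher means less fluorescent Bim peptide bound to Bcl-W beads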
Target sequence (Q92843 whole entry, looked up): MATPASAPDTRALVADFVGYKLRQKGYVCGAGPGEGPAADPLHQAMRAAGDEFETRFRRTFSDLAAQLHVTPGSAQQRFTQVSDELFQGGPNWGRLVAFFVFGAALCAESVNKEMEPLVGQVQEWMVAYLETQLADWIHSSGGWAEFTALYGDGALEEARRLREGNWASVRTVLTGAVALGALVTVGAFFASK
An asterisk follows results filed as active; u = inconclusive. Unless noted, no stated cut-off is given here; in the data, active means inhibition above about 40%. This is a random part of the collection. About 1.1% of those tested had a hit in this group.

Results follow in this order: RGS7-Gao reg	Bim-Bfl-1	ABCG2 inh	ABCB1 block	Bcl-2 Bim block	GSH fluor	Bim-Bcl-XL	RGS8-Gao reg	RGS4-Gao reg	Bcl-B Bim block	Bcl-W Bim block
#1 Clc1ccccc1OCc1nnc(-c2ccccc2Br)o1
    80	-2	5	0.5	-3	7	0	90	74	0	0
#2 CC1CCCC(NC(=O)NC(=O)CCl)C1C (configuration not stated)
    98	0	-1	0.4	0	6	-3	98	96	-2	0
#3 CC(=O)N1CCN=C1SCc1ccccc1F
    102	-6	5	0.7	1	14	-2	104	104	-3	0
#4 COc1ccc(CN(Cc2cc3cc(OC)c(OC)cc3[nH]c2=O)C(=O)NC2CCCCC2)cc1
    103	0	5	1.2	-2	20	1	102	99	0	-2
#5 CC(C)CCN1CCN(Cc2cccn2-c2nccs2)CC1CCO (configuration not stated)
    99	-3	1	0.2	-1	15	2	104	102	-2	0
#6 CCc1ccc(Cc2cnc(NC(=O)C3=NCCN3)s2)cc1
    u	-6	1	0.7	-2	13	-4	102	101	0	-4
#7 Cc1[nH]nc2c1C(c1cn[nH]c1-c1ccc(F)cc1)C(C#N)=C(N)O2 (configuration not stated)
    95	-9	1	0.0	-5	14	0	97	96	-4	3
#8 CCNC(=S)N1CCN(CC(=O)Nc2ccc(Br)cc2)CC1
    107	-3	1	0.0	-7	20	-5	103	100	0	-4
#9 N#Cc1c(-c2ccc(Cl)cc2)ccn2nc(C3CCCCC3)nc12
    105	-6	1	0.1	-6	262*	-24	103	105	-3	-3
#10 CSc1cccc(NC(=O)CN(C)S(=O)(=O)c2ccc(C)cc2)c1
    97	1	38	0.8	-1	32	0	99	96	1	-2
#11 O=C(N/N=C/C=C\c1ccccc1[N+](=O)[O-])c1cc(-c2ccccc2)nc2ccccc12
    103	0	-7	-1.9	-2	8	-2	106	104	-5	-4
#12 Cc1ccc(C(=O)NC2CCN(CC(=O)Nc3cccc([N+](=O)[O-])c3)CC2)cc1
    99	-4	1	0.3	-4	14	-5	103	99	0	-4
#13 CC(=O)Nc1ccc(S(=O)(=O)Nc2nc3ccccc3s2)cc1
    100	-14	1	0.3	-12	42	0	102	103	-9	-1
#14 O=C(OCc1nnc(-c2ccccc2)o1)c1cn(-c2ccccc2)nc1-c1ccccc1
    103	-9	3	0.9	-6	38	-10	101	106	-8	2
#15 N#Cc1c(SCc2ccc(Cl)cc2)sc(C(=O)c2ccccc2)c1N
    103	9	-7	-1.2	8	20	12	122	101	5	8
#16 O=[N+]([O-])c1ccccc1N/N=C/c1ccc2c(c1)OCO2
    u	-3	6	0.7	-2	18	-1	100	99	-1	-2
#17 CNC(=O)c1sc(-c2cccnc2)nc1C
    93	-15	4	0.5	-15	14	-7	97	96	-7	4
#18 CN1CCN(c2nc3c(c(=O)n(C)c(=O)n3C)n2CCSc2nc3ccccc3s2)CC1
    100	0	-1	0.7	-6	17	-3	116	97	-3	-5
#19 O=C(CNCC1CCCO1)Nc1ccccc1N1CCCCCC1 (configuration not stated)
    101	0	2	0.2	-2	13	-2	95	98	0	-2
#20 COc1cc(/C=N\N=C2/SC(CC(=O)O)C(=O)N2c2ccc(O)cc2)ccc1O (configuration not stated)
    103	-12	0	-2.9	-6	35	-9	103	103	-7	-1

From compound 1 as far as 9, as listed above:
Results follow in this order: RGS7-Gao reg	Bim-Bfl-1	ABCG2 inh	ABCB1 block	Bcl-2 Bim block	GSH fluor	Bim-Bcl-XL	RGS8-Gao reg	RGS4-Gao reg	Bcl-B Bim block	Bcl-W Bim block
#1 Clc1ccccc1OCc1nnc(-c2ccccc2Br)o1
    80	-2	5	0.5	-3	7	0	90	74	0	0
#2 CC1CCCC(NC(=O)NC(=O)CCl)C1C (configuration not stated)
    98	0	-1	0.4	0	6	-3	98	96	-2	0
#3 CC(=O)N1CCN=C1SCc1ccccc1F
    102	-6	5	0.7	1	14	-2	104	104	-3	0
#4 COc1ccc(CN(Cc2cc3cc(OC)c(OC)cc3[nH]c2=O)C(=O)NC2CCCCC2)cc1
    103	0	5	1.2	-2	20	1	102	99	0	-2
#5 CC(C)CCN1CCN(Cc2cccn2-c2nccs2)CC1CCO (configuration not stated)
    99	-3	1	0.2	-1	15	2	104	102	-2	0
#6 CCc1ccc(Cc2cnc(NC(=O)C3=NCCN3)s2)cc1
    u	-6	1	0.7	-2	13	-4	102	101	0	-4
#7 Cc1[nH]nc2c1C(c1cn[nH]c1-c1ccc(F)cc1)C(C#N)=C(N)O2 (configuration not stated)
    95	-9	1	0.0	-5	14	0	97	96	-4	3
#8 CCNC(=S)N1CCN(CC(=O)Nc2ccc(Br)cc2)CC1
    107	-3	1	0.0	-7	20	-5	103	100	0	-4
#9 N#Cc1c(-c2ccc(Cl)cc2)ccn2nc(C3CCCCC3)nc12
    105	-6	1	0.1	-6	262*	-24	103	105	-3	-3

New compounds follow
Results follow in this order: RGS7-Gao reg	Bim-Bfl-1	ABCG2 inh	ABCB1 block	Bcl-2 Bim block	GSH fluor	Bim-Bcl-XL	RGS8-Gao reg	RGS4-Gao reg	Bcl-B Bim block	Bcl-W Bim block
#21 Cc1cc(=O)n2nc(-c3ccccc3)sc2n1
    104	-6	9	0.6	-6	41	3	104	103	-4	0
#22 Cc1nc2c(-c3ccc(F)cc3)c(C)nn2c(C)c1CCC(=O)N1CCOCC1
    95	-11	3	0.7	-12	14	-4	99	97	-6	-4
#23 O=Nc1ccc(NOC(=O)c2ccc(Br)cc2)cc1
    100	-1	0	-0.5	-1	20	-5	100	101	-7	-3
#24 CC(C(=O)Nc1ccc([N+](=O)[O-])cc1)N1CCN(C/C=C/c2ccccc2)CC1 (configuration not stated)
    99	-18	4	1.5	-11	15	-12	100	101	-16	-7
#25 CC(NC(=O)Nc1ccc(F)cc1)C(c1cccs1)N1CCCC1 (configuration not stated)
    101	-13	-5	-0.3	-5	16	-9	102	102	-11	-7
#26 COc1ccc(C(=O)N[C@H](C(=O)OCc2cc(=O)oc3cc(C)ccc23)C(C)C)cc1
    102	-2	-9	-4.5	0	9	-2	102	102	-3	-3
#27 COc1ccc(CN2CC(C(=O)NCCCN3CCN(C)CC3)CC2=O)cc1 (configuration not stated)
    100	-9	-1	-0.1	-1	7	-1	100	101	2	3
#28 O=C(Nc1cccnc1)c1ccc(COc2ccccc2Cl)o1
    93	0	-1	-0.3	6	14	0	97	95	2	0
#29 CCCN1CCN(c2nc3c([nH]2)c(=N)ncn3CC(O)CO)CC1 (configuration not stated)
    103	-9	1	0.1	1	5	-5	97	92	-4	0
#30 CN(C)CC(=O)c1ccc(-c2ccccc2)cc1
    99	-8	1	0.3	-6	40	1	98	93	-5	0
#31 CCSc1nnc(NC(=O)CSC2=NCCS2)s1
    102	-3	1	-0.3	1	10	-2	105	101	-2	0
#32 Cc1cc(C)nc(NS(=O)(=O)c2ccc(-n3cccc3)cc2)n1
    98	-10	6	3.8	-7	13	-5	104	102	-6	1
#33 CC(C)(C)NC(=O)CN(Cc1ccc2c(c1)OCO2)C(=O)CNC(=O)c1cccs1
    105	6	2	2.1	2	14	0	99	99	0	-1
#34 COCCOC(=O)c1[nH]c2c(c1C)C(=O)CC(c1cccs1)C2 (configuration not stated)
    95	0	9	0.8	-1	70	0	102	103	-5	0
#35 COC(=O)C1Cc2ccccc2CN1C(=O)CCl (configuration not stated)
    u	-5	1	-0.1	-1	15	-3	101	100	-5	0
#36 NS(=O)(=O)c1cccc(NC(=O)CSc2ccccn2)c1
    109	-12	1	-0.3	-4	47	-12	103	114	-13	-1
#37 Cc1cc(Cl)c(S(=O)(=O)NCCC(=O)O)cc1OCC(N)=O
    99	-15	-2	-0.5	-7	30	-2	99	100	-7	0
#38 CS(=O)(=O)c1ccc(C(=O)Nc2ccccc2N2CCOCC2)c(Cl)c1
    u	-8	6	0.8	-3	13	0	102	100	-3	2
#39 CCN(CC)S(=O)(=O)c1cc([N+](=O)[O-])ccc1NNC(=O)Nc1ccc(Cl)c(Cl)c1
    103	-6	-17	-2.0	-4	20	-8	99	100	-4	-2
#40 C=C(C)CSc1nc2c(cc1C#N)CCC2
    96	-12	5	-1.0	-7	47	-11	100	97	-5	4

Results follow in this order: RGS7-Gao reg	Bim-Bfl-1	ABCG2 inh	ABCB1 block	Bcl-2 Bim block	GSH fluor	Bim-Bcl-XL	RGS8-Gao reg	RGS4-Gao reg	Bcl-B Bim block	Bcl-W Bim block
#41 CCCCSc1nc(O)c(C2OC(=O)c3c2ccc(OC)c3OC)c(=O)n1-c1ccccc1 (configuration not stated)
    98	-13	1	0.3	0	29	-5	101	101	-5	0
#42 N#CC1=C2SCN(c3ccccc3)CN2C(=O)CC1c1c(Cl)cccc1Cl (configuration not stated)
    113	12	-1	-0.2	-3	10	-7	86	101	-25	-1
#43 COc1ccccc1N/N=C(\C#N)C(=N)N1CCOCC1
    106	-7	9	-0.4	-2	11	-1	97	102	-2	-1
#44 O=[N+]([O-])c1ccc(Sc2nc3ccccc3o2)c([N+](=O)[O-])c1
    107	-11	28	1.4	-8	34	-8	107	107	-10	0
#45 Cc1ccc(NC(=O)c2cc(=O)c3ccccc3o2)cc1S(=O)(=O)N1CCCCC1
    93	0	7	1.9	0	9	9	98	95	4	3
#46 COc1ccccc1N1CCN(S(C)(=O)=O)CC1
    99	-13	2	0.9	-8	11	-2	100	100	-9	1
#47 CC(C)(C)C(=O)Nc1sc2c(c1C(=O)Nc1ccccn1)CCCC2
    103	-7	2	1.1	-4	27	0	104	100	-1	-1
